KCNK9 block – inhibitors of human KCNK9 two-pore domain potassium channel; HEK293 KCNK9, FluxOR thallium flux fluorescence; hits give low values; B-score at 10 µM; 1.2% of 310,000 active; AID 488922;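 active = ratio B-score over 3 SD below the library mean, with starting fluorescence within 5 SD of its mean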;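 also: negative B-score means less thallium flux so channel inhibition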
TRPC4 PAM – TRPC4 (mouse) allosteric potentiation; B-score at 10 µM; 0.42% of 310,000 active; Q9QUQ5; HEK293 TRPC4beta/mu-opioid, DAMGO EC20, Fluo-4 Ca2+ flux; hits give high values;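 active = B-score of calcium response area above 5 SD of library B-scores, with initial fluorescence ratio within 5 SD of library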;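 also: B-score of integrated fluorescence ratio over time as area under calcium response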
Target sequence (Q9QUQ5 whole entry, looked up): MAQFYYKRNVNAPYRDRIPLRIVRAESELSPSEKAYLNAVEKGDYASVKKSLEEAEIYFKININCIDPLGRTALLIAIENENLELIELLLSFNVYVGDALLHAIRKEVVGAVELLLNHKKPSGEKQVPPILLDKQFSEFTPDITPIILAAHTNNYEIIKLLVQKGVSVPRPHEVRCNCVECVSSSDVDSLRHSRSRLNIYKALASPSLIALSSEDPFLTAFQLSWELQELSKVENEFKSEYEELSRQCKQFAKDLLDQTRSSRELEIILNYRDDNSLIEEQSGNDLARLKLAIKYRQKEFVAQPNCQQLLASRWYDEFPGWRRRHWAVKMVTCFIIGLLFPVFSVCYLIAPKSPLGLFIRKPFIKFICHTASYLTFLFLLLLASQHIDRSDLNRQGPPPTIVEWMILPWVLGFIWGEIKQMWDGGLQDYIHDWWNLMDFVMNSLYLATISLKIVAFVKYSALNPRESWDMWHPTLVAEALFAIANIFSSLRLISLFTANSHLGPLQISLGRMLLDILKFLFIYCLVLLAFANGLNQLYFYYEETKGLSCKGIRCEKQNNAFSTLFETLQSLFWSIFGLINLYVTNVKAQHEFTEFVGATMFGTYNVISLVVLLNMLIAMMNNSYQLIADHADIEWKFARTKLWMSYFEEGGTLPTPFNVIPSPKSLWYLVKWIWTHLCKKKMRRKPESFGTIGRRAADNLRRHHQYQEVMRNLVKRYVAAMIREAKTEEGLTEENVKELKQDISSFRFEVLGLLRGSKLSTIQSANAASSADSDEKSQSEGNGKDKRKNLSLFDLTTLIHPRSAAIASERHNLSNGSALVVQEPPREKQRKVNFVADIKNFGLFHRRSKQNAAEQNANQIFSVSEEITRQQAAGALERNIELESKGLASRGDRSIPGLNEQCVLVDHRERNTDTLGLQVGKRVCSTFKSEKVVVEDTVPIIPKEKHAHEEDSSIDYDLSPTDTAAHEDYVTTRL
HDAC3 inhib – blocks human histone deacetylase 3; O15379; recombinant HDAC3, fluorogenic peptide/trypsin coupled, fluorescence; inhibition, % at 8.3 µM; 0.15% of 320,000 active; AID 2718; in the data active = inhibition above about 26%, passing the limit was not always enough; inconclusive = no clear call, values can overlap the other calls
KCNQ1 inh – human KCNQ1 channel inhibition; 1.3% of 310,000 active; CHO-K1 KCNQ1, FluxOR thallium flux fluorescence; hits give high values; B-score at 10 µM; P51787;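 active = compounds whose thallium flux B-score, printed positive for inhibition, exceeds three library SD while starting fluorescence stays within three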;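 also: channel opened by potassium depolarization with thallium stimulus after 20 min compound exposure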
KCNK3 block – human KCNK3 channel inhibition, primary screen | B-score at 10 µM | 0.84% of 340,000 active | CHO-KCNK3 thallium flux, FluxOR fluorescence; hits give low values | O14649;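 active = B-score under library mean minus 4 SD, starting fluorescence ratio at most library mean plus 5 SD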;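 also: more negative B-score means stronger inhibition of thallium flux through KCNK3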
ANO1 block – inhibitors of mouse TMEM16A calcium-activated chloride channel. HEK293 TMEM16A/YFP iodide influx fluorescence, ionomycin. Q8BHY3. 1.2% of 310,000 active. normalized B-score (activity score, 25-100; higher = stronger inhibition) at 10 µM;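 active = ratio plate-corrected score three or more library SD toward inhibition, starting fluorescence score within five deviations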;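 also: score derived from kinetic fluorescence span divided by baseline fluorescence per well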
hERG protect – compounds protecting human hERG from proarrhythmic drug block; activation (rescue from dofetilide block), less the hit threshold, % at 10 µM; 0.51% of 310,000 active; CHO-hERG, FluxOR thallium flux, dofetilide IC70 present; Q12809;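 active = activation above the mean of controls blocked by dofetilide plus 5 SD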;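 also: thallium influx through hERG after potassium depolarization seen as dye fluorescence rise; in these data hits start at about 4.7%; inactives centre near -7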
TMEM16A act – mouse TMEM16A channel activation, primary screen. B-score at 10 µM. 0.3% of 340,000 active. AID 623877. HEK293 TMEM16A/YFP-H148Q/I152L, iodide quench fluorescence; hits give low values;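 active = fluorescence-ratio B-score plate-corrected deviation score at least 3 library SD below zero, with starting fluorescence score within 5 deviations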;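 also: channel opened by trigger with iodide after compound preincubation; score built on the fluorescence ratio of max minus min over baseline; more negative score means more quench and so TMEM16A activation or potentiation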
TRPC4 act – TRPC4 (mouse) channel activation | Q9QUQ5 | HEK293 TRPC4beta/mu-opioid, Fluo4 calcium fluorescence; hits give high values | B-score at 10 µM | 0.49% of 310,000 active;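 active = B-score above 5 SD of library B-scores, and initial fluorescence ratio not above library mean plus 5 SD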;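 also: positive B-score marks a calcium rise read as TRPC4 activation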
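Test system: HEK293 cells stably co-expressing mouse TRPC4beta and mu-opioid receptor | Schedule: Fluo4 dye loading 45 min at room temperature, 110 s recording | Measured by: Kinetic Fluo4 calcium fluorescence, 5 s baseline at 1 Hz | Evaluation: B score of integrated ratio | Controls: Buffer (low) and maximal DAMGO (high)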
KCNQ1 pot – potentiates or activates the human KCNQ1 potassium channel; P51787; CHO-K1 KCNQ1, thallium flux FluxOR fluorescence; hits give high values; B-score at 10 µM; 0.35% of 310,000 active; AID 2648;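 active = fluorescence ratio B-score, a plate-corrected score, at least three library SD, with initial intensity B-score within 5 SD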
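Medium – assay buffer, equal DMSO in all wells · Material – CHO-K1 cell line with stable KCNQ1 potassium channel expression · Signal – kinetic FluxOR thallium fluorescence, 10-s 1-Hz baseline, 110-s post-stimulus read · Compound – single concentration per compound, DMSO matched to controls · Schedule – 37 °C overnight plating, 90-min dark dye load, 20-min compound pretreatment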
Dyrk1A ADPGlo – inhibitors of rat Dyrk1A kinase; AID 504441; inhibition, % at 12.5 µM; 0.43% of 310,000 active; Q63470; ADP-Glo luminescence, NFATc1 peptide; in the data active = inhibition above about 50%;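 also: plate controls were vehicle with enzyme for no effect and no enzyme for full effect; many of its hits are not listed in these tables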
Active calls of the source: *; i = inactive; u = inconclusive; x = not tested or not shown. A portion of the library. The share of hits here may be higher or lower than overall.

Under each structure – KCNK9 block, TRPC4 PAM, HDAC3 inhib, KCNQ1 inh, KCNK3 block, ANO1 block, hERG protect, TMEM16A act, TRPC4 act, KCNQ1 pot, Dyrk1A ADPGlo
> Cc1nc2c(cnn2-c2ccccc2)c(=O)[nH]1
 : i, i, 3, i, i, i, -11, i, i, i, 3
> Cc1[nH]nc2c1C(c1c[nH]c3ccccc13)C(C#N)=C(N)O2 (stereo not drawn)
 : i, i, 4, i, i, i, -7, i, i, i, 18
> COCCNCC1C(Oc2ccc(Cl)cc2)C(=O)N1c1ccccc1C (stereo not drawn)
 : i, i, 0, i, i, i, -6, i, i, i, -1
> COc1ccc(-c2nc(CSCC(=O)N3CCN(c4cccc(C)c4)C(C)C3)c(C)o2)cc1OC (stereo not drawn)
 : i, i, -4, i, i, i, -17, i, i, i, 5
> CCCCn1c(N)c(N(CCOC)C(=O)COC(=O)COc2ccccc2C#N)c(=O)[nH]c1=O
 : i, i, 6, i, i, i, -16, i, i, i, 9
> COc1cc2c(cc1OC)C(C(=O)O)C(c1cc(Br)c(O)c(OC)c1)N(C)C2=O (stereo not drawn)
 : i, i, 4, i, i, i, -1, i, i, i, -5
> CCOc1ccc(CN2CCN(c3cc(C)nc4c5c(C)cc(C)nc5nn34)CC2)cc1
 : i, i, x, i, x, x, -14, x, 50*, i, x
> CC(C)(C)n1nnnc1CN1C2CCC1CC(NC(=O)Nc1ccccc1)C2 (stereo not drawn)
 : i, i, -2, i, i, i, -13, i, i, i, -11
> C#CCOCCOCCOCCNc1nc(N2CCN(C(=O)CCCCCCCCCCNC(=O)Cn3cc(CCCCCN)nn3)CC2)nc(N2CCN(C(=O)CCCCCCCCCCNC(=O)[C@@H](CCSC)n3cc(CCO)nn3)CC2)n1
 : x, x, 17, x, i, i, x, -4.6*, x, x, 5
> OC(COc1ccc(Br)cc1)CN1CCC(Cc2ccccc2)CC1 (stereo not drawn)
 : i, i, u, i, i, i, -20, i, i, i, 3
> COc1ccc(OC)c(NS(=O)(=O)c2ccc(SC)cc2)c1
 : i, i, 0, i, i, i, -9, i, i, i, 9
> Cc1ccc(-c2csc(NC(=O)C[n+]3cc(-c4ccc(C)cc4)n4c3CCC4)n2)cc1
 : i, i, 8, i, i, i, -15, i, i, i, -2
> O=C(O)c1cc(-c2ccccc2)n(-c2ccccc2C(=O)O)n1
 : i, i, -5, i, i, i, -10, i, i, i, 6
> O=C(/C=C/c1cn(-c2ccccc2)nc1-c1cccnc1)c1ccco1
 : i, i, 6, i, i, i, -34, i, i, i, -1
> CCOc1ccc(C(=O)NC(=S)Nc2ccc(NC(=O)C(C)C)cc2)cc1[N+](=O)[O-]
 : i, i, -1, i, i, i, -1, i, i, i, -6
> CSc1ccc(S(=O)(=O)NCC(=O)OCC(=O)N(C)CC(=O)Nc2ccccc2Cl)cc1[N+](=O)[O-]
 : i, i, 0, i, i, i, -11, i, i, i, 1
> O=C(NC(Cc1ccccc1)C(=O)NCCc1ccccn1)c1ccccc1 (stereo not drawn)
 : i, i, -2, i, i, i, -6, i, i, i, 15
> O=C(Nc1ccc(S(=O)(=O)N2CCOCC2)cc1)c1cccc([N+](=O)[O-])c1
 : i, i, 0, i, i, i, -7, i, i, i, 7
> O=C(COc1ccc(Cl)cc1)N(Cc1ccc(F)cc1)C1CCS(=O)(=O)C1 (stereo not drawn)
 : i, i, -10, i, i, i, -6, i, i, i, -3
> COc1ccc(NC2CCCN(C(=O)CCC(=O)c3ccc(F)cc3)C2)cc1 (stereo not drawn)
 : i, i, 3, i, i, i, -3, i, i, i, x
> Cc1c(NS(=O)(=O)c2ccc(S(=O)(=O)c3ccccc3)s2)c(=O)n(-c2ccccc2)n1C
 : i, i, 11, i, i, i, -11, i, i, i, -1
> Cc1ccc(S(=O)(=O)N/N=C\c2ccc(Cl)c([N+](=O)[O-])c2)cc1
 : i, i, 2, i, i, i, -9, i, i, i, -1
> CCOC(=O)c1[nH]c(=O)[nH]c1CSc1nc(C)cc(C)n1
 : i, i, 1, i, i, i, -5, i, i, i, -1
> CCOc1cc(/C=N/NC(N)=O)ccc1OC(=O)c1ccc(C)cc1
 : i, i, 0, i, x, i, 3, x, i, i, x
> N#Cc1ccc(NC(=O)COC(=O)CCc2ccc(S(=O)(=O)N3CCCCC3)cc2)cc1
 : i, i, 4, i, i, i, -9, i, i, i, 5
> Oc1ccc(O)c(Cc2nc3ccccc3[nH]2)c1
 : i, i, -6, i, i, i, -4, i, i, i, -1
> O=c1oc2ccccc2c(Nc2ccc(O)cc2)c1[N+](=O)[O-]
 : i, i, -4, i, i, i, 0, i, i, i, 30
> CCOc1cc(/C=N/NC(=O)c2cccnc2)ccc1OC(=O)c1ccco1
 : i, i, 0, i, i, i, -5, i, i, i, 1
> CCN(CC(=O)N1CCCC1)S(=O)(=O)c1ccc(Br)cc1
 : i, i, 3, i, i, i, -4, i, i, i, 6
> CN1CC(=O)N(C)c2nc(Br)n(C)c2C1=O
 : i, i, -5, i, i, i, 0, i, i, i, 0
> CCn1cc(Br)c(C(=O)Nc2cccc(SC)c2)n1
 : i, i, x, i, i, i, -7, i, i, i, 8
> CCCCc1nc(SCC(=O)Nc2cccc(Cl)c2)n[nH]1
 : i, i, 4, i, i, i, -6, i, i, i, 19
> O=C(NC(C(=O)N/N=C/c1c2ccccc2cc2ccccc12)c1n[nH]c(=O)c2ccccc12)c1ccccc1 (stereo not drawn)
 : i, i, -1, i, i, i, -6, i, i, i, 4
> COc1ccc(CN=C2NN=C(c3ccccc3)CS2)cc1
 : i, i, 1, i, i, i, -7, i, i, i, -2
> COc1ccc(NC(=O)c2csc(C)c2)cc1OC
 : i, i, -8, i, i, i, -3, i, i, i, x
> CC(C)OCCCN(C)C1CCN(S(=O)(=O)c2ccc(-c3cc(C(F)(F)F)no3)s2)CC1
 : i, i, 3, i, i, i, -5, i, i, i, -3
> CC(NC(=O)CNC(=O)[C@@H]1Cc2ccccc2CN1)c1ccccc1 (stereo partly drawn)
 : i, i, 5, i, i, i, -7, i, i, i, -2
> Cc1cccc(C(=O)Nc2ccc(CC(=O)O)cc2)c1
 : i, i, -3, i, i, i, -8, i, i, i, -1
> COc1ccc(CCNC(=O)COC(=O)/C=C/c2cccs2)cc1
 : i, i, -1, i, i, i, -6, i, i, i, x
> COC(=O)C1CC(O)CN1C(=O)NC1CCCCC1 (stereo not drawn)
 : i, i, -10, i, x, i, -12, x, i, i, x
> COCCCNC(=O)c1oc2ccc(S(=O)(=O)N(C)C3CCCCC3)cc2c1C
 : i, i, 1, i, i, i, -16, i, i, i, -5
> COc1ccc(CNC(=O)C2(CC3CC(c4ccccc4)=NO3)CCN(C(=O)C3(C)CC3)CC2)cc1 (stereo not drawn)
 : i, i, -2, i, i, i, -12, i, i, i, -10
> O=C(c1ccco1)N1CCN(S(=O)(=O)c2ccc(Br)cc2)CC1
 : i, i, -4, i, i, i, -2, i, i, i, -1
> COc1ccc(NC(=O)CN(C)C(=O)c2cc(S(=O)(=O)N3CCCCCC3)ccc2OC)cc1
 : i, i, 10, i, i, i, -7, i, i, i, 1
> CC(C)Oc1ccc(C(CC(=O)NCc2ccco2)c2ccccc2)cc1 (stereo not drawn)
 : -7.2*, i, -5, i, i, i, -11, i, i, i, 55*
> CC(C)Cn1nc(-c2ccccc2)c2ccccc2c1=O
 : i, i, 2, i, i, i, -11, i, i, i, 4
> COc1ccc(NS(=O)(=O)c2cc3c4c(c2)C(C)C(=O)N4CCC3)cc1 (stereo not drawn)
 : i, i, -7, i, i, i, -7, i, i, i, 3
> Cc1ccc(C(=O)Nc2ncnc3sc4c(c23)CCCCC4)cc1
 : i, i, 3, i, i, i, -16, i, i, i, 8
> COc1ccc(-c2nc3ncccc3o2)cc1NC(=O)c1ccco1
 : i, i, -2, i, i, i, -6, i, i, i, -1
> O=C1CC(c2ccco2)CC(O)=C1C=Nc1cc(Cl)ccc1Cl (stereo not drawn)
 : i, i, 3, i, i, i, -4, i, i, i, 3
> CN(C)/C=C/C(=C\C(=O)C(F)(F)F)Nc1ccc(C(F)(F)F)cc1
 : i, i, 6, i, i, i, -20, i, i, i, -2
> COc1ccc2[nH]cc(CCNC(=O)c3ccc([N+](=O)[O-])cc3)c2c1
 : i, i, -3, i, i, i, -4, i, i, i, x
> CCOC(=O)c1c(NC(=O)C2CCCO2)sc(C)c1C (stereo not drawn)
 : i, i, -4, i, -11*, i, 1, i, i, i, -1
> CCOc1ccc(S(=O)(=O)NCCC(=O)NCc2ccccn2)cc1
 : i, i, -1, i, i, i, -15, i, i, i, -14
> CCCc1cc(Nc2ccc(C)cc2)n2ncnc2n1
 : i, i, -18, i, i, i, -3, i, i, i, 13
> C/C(=N\Nc1nc2ccccc2[nH]1)c1ccc2c(c1)OCO2
 : i, i, 2, i, i, i, -18, i, i, i, 23
> S=C(Nc1cccnc1)N1CCCCC1
 : i, i, -4, i, i, i, -5, i, i, i, -7
> CC1CCCCC1NC(=S)NC(=O)c1ccccc1Br (stereo not drawn)
 : i, i, -1, i, i, i, -1, i, i, i, 1
> CCCN(c1ccccc1C(=O)O)S(=O)(=O)c1ccc2c(c1)n(C)c(=O)n2C
 : i, i, -3, i, i, i, -3, i, i, i, 0
> Cc1ccccc1NC(=O)C1CCN(S(=O)(=O)c2ccc3c(c2)NC(=O)C(C)S3)CC1 (stereo not drawn)
 : i, i, 0, i, i, i, -6, i, i, i, 4

(cont.)
Under each structure – KCNK9 block, TRPC4 PAM, HDAC3 inhib, KCNQ1 inh, KCNK3 block, ANO1 block, hERG protect, TMEM16A act, TRPC4 act, KCNQ1 pot, Dyrk1A ADPGlo
> CC(C)OP(=O)(c1ccccc1)c1ccccc1
 : i, i, -1, i, i, i, -1, i, i, i, 9
> Cc1ccccc1C(=O)NCCCNC(=O)c1ccccn1
 : i, i, -11, i, i, i, -3, i, i, i, -2
> Fc1cnc(N2CCc3ccccc32)nc1N1CCc2ccccc21
 : i, i, -10, i, i, i, -17, i, i, i, -3
> CC(C)CCSc1nc2c(c(=O)[nH]c(=O)n2C)n1CCc1ccccc1
 : i, i, 2, i, i, i, -2, i, i, i, 1
> CC(C)OCCCNC(=O)CN1C(=O)COc2ccc(S(=O)(=O)N3CCCCCC3)cc21
 : i, i, x, i, i, i, -7, i, i, i, -1
> C=CCOc1ccccc1CN1CCC(n2nccc2NC(=O)C2CC2)CC1
 : i, i, x, i, i, x, -4, i, i, i, -2

Screening results (PubChem)
